Screens (PubChem)
KCNQ2 inh: KCNQ2 channel blockers in CHO-K1 cells – cell-based, FluxOR thallium flux, B-score, primary screen (AID 2156) | 20 min; active compounds read low | 310,000 compounds, 1.1% hits | O88943 | B-score at 10 µM;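 active = fluorescence ratio B-score at most minus 3 library SDs, with starting brightness B-score within 2 library SDs, cut at about -5.5 in these data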
Target sequence (O88943 whole entry, looked up): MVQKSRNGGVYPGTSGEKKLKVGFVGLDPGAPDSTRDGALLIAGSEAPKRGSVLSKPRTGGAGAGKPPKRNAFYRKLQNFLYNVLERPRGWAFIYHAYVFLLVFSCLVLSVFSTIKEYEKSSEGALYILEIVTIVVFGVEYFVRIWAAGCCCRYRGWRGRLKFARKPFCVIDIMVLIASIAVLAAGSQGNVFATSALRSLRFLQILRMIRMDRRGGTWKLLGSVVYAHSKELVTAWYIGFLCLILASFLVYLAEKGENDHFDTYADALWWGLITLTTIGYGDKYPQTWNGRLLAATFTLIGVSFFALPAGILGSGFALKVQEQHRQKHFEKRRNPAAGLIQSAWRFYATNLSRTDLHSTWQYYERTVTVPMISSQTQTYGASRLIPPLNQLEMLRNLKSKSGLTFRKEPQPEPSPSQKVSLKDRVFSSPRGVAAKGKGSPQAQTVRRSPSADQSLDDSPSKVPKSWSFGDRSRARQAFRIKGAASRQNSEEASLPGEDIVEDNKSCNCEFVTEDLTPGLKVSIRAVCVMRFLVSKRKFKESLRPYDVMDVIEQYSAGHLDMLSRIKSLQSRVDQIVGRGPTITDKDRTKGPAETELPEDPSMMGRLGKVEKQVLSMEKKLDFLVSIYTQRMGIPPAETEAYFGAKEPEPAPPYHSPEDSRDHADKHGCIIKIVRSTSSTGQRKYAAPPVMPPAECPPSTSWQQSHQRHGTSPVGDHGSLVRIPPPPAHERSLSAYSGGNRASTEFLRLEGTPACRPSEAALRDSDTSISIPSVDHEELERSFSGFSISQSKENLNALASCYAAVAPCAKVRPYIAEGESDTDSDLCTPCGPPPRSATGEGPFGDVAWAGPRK
OX1R FRET antag: antagonists of human orexin 1 receptor (OX1R); O43613; AID 485270; inhibition, % at 6.6 µM; OX1R-expressing cells, FRET antagonist read-out; 330,000 compounds, 1.8% hits; in the data active = inhibition mostly above about 38%, no sharp cut-off; inactive = mostly below about 40%;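 also: 0% = agonist challenge alone and 100% = reference antagonist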
STK33 kinase inh: human STK33 kinase inhibition | 320,000 compounds, 0.073% hits | Q9BYT3 | inhibition, % at 10 µM | purified STK33, MBP phosphorylation, ADP-Glo luminescence;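 active = inhibition at or above 25%, using the most active replicate where run in duplicate; inactive = inhibition below 25%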
* hit, by the source's call; i = inactive; . = not tested or not shown.

nr	smiles	KCNQ2 inh	OX1R FRET antag	STK33 kinase inh
1	COc1cc(OC)c(OC)cc1/C=C1\Oc2cc(OCC(=O)N3Cc4ccccc4C[C@H]3C(=O)O)ccc2C1=O	i	14	0.4
2	CN(c1ccc(Cl)cc1)S(=O)(=O)c1nnc(NC(=O)C(C)(C)C)s1	i	.	-1.2
3	COc1ccc(-n2nc(C(=O)NCC(=O)N3CCN(c4ccc(F)cc4)CC3)c3ccccc3c2=O)c(OC)c1	i	21	-0.6
4	COc1cc(OC)cc(N(C(=O)C2COc3ccccc3O2)C(C(=O)NC2CCCCC2)c2ccc(O)cc2)c1 (stereo not drawn)	i	9	-0.1
5	O=C(CSc1nc2ccccc2c(=O)n1-c1ccccc1)N1CCc2ccccc21	i	15	-2.1
6	O=S(=O)(c1cccc(NC(=S)Nc2ccc(Br)cc2Cl)c1)N1CCOCC1	i	13	-0.5
7	Cc1ccc(NC(=O)c2cccnc2)cc1C	i	-1	-0.9
8	CCCCN(CC)C(=O)c1n[nH]c(=O)c2ccccc12	i	10	0.2
9	Cc1c(Cc2ccc3c(c2)OCO3)sc(NC(=O)C(C)(C)C)c1C#N	i	15	-1.5
10	O=C(CSc1nnc2c3c4c(sc3ncn12)CCCC4)NCc1ccco1	i	4	-0.2
11	CC12CCC(C(=O)NNC(=O)c3ccccc3)(OC1=O)C2(C)C (stereo not drawn)	i	-1	-0.7
12	CCOc1ccc(CNC(=O)CCS(=O)(=O)Cc2ccccc2C)cc1OC	i	0	0.1
13	CN(C(=O)Cc1c(C(=O)O)n(C)c2ccccc12)c1cccc(C(F)(F)F)c1	i	-1	1.3
14	COC(=O)c1ccc(NC(=O)c2ccc(C)cc2)o1	i	19	3.2
15	COc1ccc(Cn2c(-c3ccc(Cl)cc3)c[n+]3ccccc23)cc1	i	25	-1.8
16	Cc1ccccc1N(CC(=O)N/N=C/c1ccc(F)cc1)C(=O)c1ccccc1	i	30	0.1
17	COc1ccc(NC(=O)CCCC(=O)NCCc2ccc(OC)c(OC)c2)cc1	i	43	-1.1
18	Cc1c(NC(=S)NC(=O)c2ccco2)c(=O)n(-c2ccccc2)n1C	i	20	-2.3
19	CCN(CC(=O)NC1CCS(=O)(=O)C1)S(=O)(=O)c1ccc(C)cc1C (stereo not drawn)	i	2	-0.7
20	Cc1noc(C)c1NC(=O)Nc1ccc2c(c1)C(=O)N([C@H](C)CO)C[C@H](C)[C@@H](CN(C)S(=O)(=O)c1cn(C)cn1)O2	.	0	-0.9
21	CN1CCC(=NNC(=O)C(=O)Nc2ccc(F)cc2)CC1	i	18	-0.6
22	CCOc1ccc(NCc2nnc(SCC(=O)Nc3cc(C)on3)n2-c2ccc(OC)cc2)cc1	i	-2	1.2
23	Cc1ccc(NC(=S)NNC(=O)CSc2nc3ccccc3c(=O)n2-c2ccc(C)cc2)cc1	i	30	0.9
24	COc1ccc(C(C(=O)NCC2CCCO2)N(C(=O)CNC(=O)c2cccs2)c2ccc(NC(C)=O)cc2)cc1OC (stereo not drawn)	i	17	-0.8
25	COc1ccc(-n2c(=O)[nH]cc(C(=O)Nc3ccc4c(c3)OCCO4)c2=O)cc1OC	i	2	1.1
26	Cc1cc(C)n(-c2ccc(C(=O)Nc3nnc(C4CC4)s3)cc2)n1	i	18	0.3
27	CCOC(=O)c1cc2c(ccn2C)n1CC(=O)N1CCC(Cc2ccccc2)CC1	i	15	-1.4
28	CCCN(CCC)CCCNS(=O)(=O)c1ccc2c(c1)oc(=O)n2C	i	1	-1.1
29	CCOc1ccc(S(=O)(=O)Nc2ccccn2)c2ccccc12	i	-2	-1.5
30	Cc1ccc2nc(SCC(=O)c3ccc4c(c3)NC(=O)CO4)[nH]c2c1	i	19	0.2

The last six compounds of the part above come first, to join the parts:
nr	smiles	KCNQ2 inh	OX1R FRET antag	STK33 kinase inh
25	COc1ccc(-n2c(=O)[nH]cc(C(=O)Nc3ccc4c(c3)OCCO4)c2=O)cc1OC	i	2	1.1
26	Cc1cc(C)n(-c2ccc(C(=O)Nc3nnc(C4CC4)s3)cc2)n1	i	18	0.3
27	CCOC(=O)c1cc2c(ccn2C)n1CC(=O)N1CCC(Cc2ccccc2)CC1	i	15	-1.4
28	CCCN(CCC)CCCNS(=O)(=O)c1ccc2c(c1)oc(=O)n2C	i	1	-1.1
29	CCOc1ccc(S(=O)(=O)Nc2ccccn2)c2ccccc12	i	-2	-1.5
30	Cc1ccc2nc(SCC(=O)c3ccc4c(c3)NC(=O)CO4)[nH]c2c1	i	19	0.2
31	O=S(=O)(NCc1cccnc1)c1cccs1	i	14	-0.6
32	COc1cccc(NC(=O)COc2ccc(C)cc2)c1	.	20	5.3
33	O=C(Cc1cccc2ccccc12)Nc1ccc(-c2cc3ccccc3oc2=O)cc1	i	10	-0.5
34	COc1ccc(SN=C2C(C)=CC(=O)C=C2C)cc1	i	18	-2.0
35	Cc1nc2ccccc2cc1OCc1ccc(F)cc1	i	34	0.8
36	Cc1c(Cl)cccc1NC(=O)Cn1c(CCC(=O)O)ccc1-c1ccc(Cl)cc1	i	10	-1.9
37	N#Cc1ccccc1S(=O)(=O)N1CCN(C(=O)C2CC(=O)N(c3ccc4c(c3)OCCO4)C2)CC1 (stereo not drawn)	.	3	-1.4
38	CCN(CCC(=O)Nc1ccc(Br)c(C)c1)Cc1ccccc1	i	7	0.1
39	CC1CCN(C2(O)C(=O)Nc3ccc(Cl)cc32)CC1 (stereo not drawn)	i	-4	-3.1
40	Nc1n[nH]c(=S)n1-c1ccc(Cl)cc1	i	-4	1.4
41	CCOC(=O)c1ccc(N=Cc2c(O)c3ccccc3oc2=O)cc1	i	17	-0.2
42	COc1ccc(C(=O)Nc2nc3ccc(S(C)(=O)=O)cc3s2)cc1	i	37	0.1
43	Cc1ccc(-c2cc(C)nc3nc(N)nn23)cc1	i	7	0.9
44	CCOc1ccc(-c2nnc(-c3cccs3)o2)cc1	i	21	-1.0
45	CCOc1ccc(-c2nc(N)ncc2-c2ccc(Cl)cc2)c(O)c1	i	12	0.7
46	COc1cc(C)ccc1OCCOCCOc1ccc([N+](=O)[O-])cc1	i	10	-1.4
47	CCc1ccc(NC(=O)C(=O)NNC(=O)c2ccc(OC)cc2)cc1	i	18	2.0
48	Cc1nnc(NC(=O)Cn2cnc3c2c(=O)n(C)c(=O)n3C)s1	i	19	-0.8
49	CCCc1cc2c(cc1NC(=O)c1ccc(C)cc1)OCO2	i	19	1.8
50	O=C(COc1ccc2ccccc2c1)N1CCNCC1	i	7	0.4
51	Cc1ccc(OCC(=O)N2C(C)CCCC2C)c([N+](=O)[O-])n1 (stereo not drawn)	.	7	-2.7
52	CCOC(=O)c1sc(SC)c2c1CCC/C2=N/OC	i	15	0.2
53	COc1ccc(S(=O)(=O)NCCc2ccccc2)cc1OC	i	11	-0.1
54	Cc1ccc(-c2nnc(SCC(=O)NC3CCS(=O)(=O)C3)nc2-c2ccc(C)cc2)cc1 (stereo not drawn)	i	-7	-0.3
55	O=C(NC(=S)NCC1CCCO1)C(c1ccccc1)c1ccccc1 (stereo not drawn)	i	4	-1.6
56	CCOC(=O)c1sc(N2C(=O)C(O)=C(C(=O)c3ccco3)C2c2ccc([N+](=O)[O-])cc2)nc1C (stereo not drawn)	i	28	0.9
57	COc1ccc(S(=O)(=O)NNC(=O)Nc2ccc(F)cc2)cc1	i	22	-1.2
58	Cc1c(C#N)c(N=CN(C)C)c(C(=O)c2ccccc2)n1-c1ccccc1	i	13	4.7
59	CCOC(=O)N1CCC(Nc2c(NCCCOC)c(=O)c2=O)CC1	i	4	-1.3
60	Nc1c(-c2ccccc2)c(CSc2nc3ccccc3[nH]2)nn1-c1cccc(Cl)c1	-5.6*	24	-0.6
61	S=C(NCCc1ccccc1)N1CCN(C(c2ccccc2)c2ccccc2)CC1	i	32	-0.3
62	O=C(NCc1ccc(N2CCCC2=O)cc1)NC1CCCCC1	i	-2	-1.1
63	Cc1cc(NC(=O)C2CCCCC2C(=O)O)ccc1NC(=O)c1ccccc1 (stereo not drawn)	i	0	-1.2
64	Cc1cccc(C(=O)Nc2ccc(C(=O)N/N=C/c3cccc(C)n3)cc2)c1	i	13	-2.1
65	N#CCC(=O)Nc1ccc(C(=O)OCC(=O)NC(=O)Nc2ccc3c(c2)OCCO3)cc1	.	3	0.5
66	O=C(O)c1ccc(/C=C2\CCCc3c2nc2ccccc2c3C(=O)O)cc1	i	26	-0.4
67	COc1ccc2ccccc2c1-c1csc(N)n1	i	8	-2.6
68	O=C(Cc1sc(-c2ccccc2Cl)nc1-c1ccccc1)Nc1ccc(F)cc1	i	4	-3.1
69	COc1cccc(OCc2cc(C(=O)N(Cc3nccn3C)C(C)C)no2)c1	i	10	0.8
70	O=C(NNc1cccc(Cl)n1)c1c(Cl)cccc1Cl	i	9	-1.7
71	O=C(CCC(=O)OCc1ccc(C(=O)Oc2ccc(Cl)cc2)cc1)Nc1ccccc1	i	-4	-0.9
72	COc1ccc(OC)c(-n2c(=O)c3ccccc3c3ccccc3c2=O)c1	i	14	-1.1
73	CC(C)C1C(c2ccccc2)NC(c2ccccc2)CC1(O)c1ccc(F)cc1 (stereo not drawn)	i	9	0.2
74	CCOC(=O)c1c(C)[nH]c(C(C)=NNC(=O)Cn2nc(C)cc2C)c1C	.	7	-1.8
75	COc1cc(/C=N/N2CCOCC2)ccc1OC(=O)c1ccco1	i	26	0.1
76	CC(=O)NC(CCCNC(=S)NC1CCCCC1)C(=O)O (stereo not drawn)	i	13	0.1
77	O=C(Nc1ccccn1)c1ccc([N+](=O)[O-])o1	i	72*	0.2
78	COc1ccc(CS(=O)(=O)/C(Cl)=C(/Cl)C(=O)Nc2ccc(OC)nc2)cc1	i	28	-0.5
79	CCOC(=O)c1ccc(NC2OC(=O)c3ccccc32)cc1 (stereo not drawn)	i	11	-0.8
80	COc1ccc(NC(=O)c2ccc(NC(=O)c3ccco3)cc2)c(OC)c1	i	16	8.8
81	Cc1oc2cc3oc(=O)c(CCC(=O)N(C)CC(=O)O)c(C)c3cc2c1C	i	-7	-1.0
82	OCC12COC(c3ccccc3)N1C(c1ccccc1)OC2 (stereo not drawn)	i	25	-1.0
83	O=C(C1CCCO1)N1CCN(Cc2nc3ccccc3c(=O)[nH]2)CC1 (stereo not drawn)	i	8	0.6
84	N#Cc1c(NC(=O)CN2CCN(C(=O)c3ccco3)CC2)sc2c1CCCCC2	i	4	-1.8
85	COc1ccc(C2=NCCc3cc(OC)c(OC)cc32)cc1OC	i	30	6.0
86	O=C(Nc1ccc(C(=O)N2CCOCC2)cc1)Nc1ccc(Cl)cc1Cl	i	35	0.3
87	COc1cccc(C(C(=O)NCc2ccccc2)N(C(=O)c2csnn2)C2CC2)c1 (stereo not drawn)	i	8	-1.0
88	O=C1CCC([N+](=O)[O-])C(c2cc3c(cc2Cl)OCO3)N1 (stereo not drawn)	i	6	-0.3
89	CCN(CC)CC#CC(C)(C)OC(C)=O	i	3	-1.0
90	O=C1C(Cl)=C(N2CCCCCC2)C(=O)N1c1ccc(Br)cc1	i	9	-1.0

Further entries follow:
nr	smiles	KCNQ2 inh	OX1R FRET antag	STK33 kinase inh
91	CCC(Sc1nc2n[nH]c(C)c2c(=N)n1-c1ccc(C)c(Cl)c1)C(=O)N1CCOCC1 (stereo not drawn)	i	32	2.2
92	CCC(C)Sc1nnc(Cc2cc(=O)[nH]c(=O)[nH]2)n1-c1ccc(F)cc1 (stereo not drawn)	i	4	0.6
93	COc1ccc(NC(=O)CN2CCN(c3ccc(C)cc3C)CC2)cc1	i	7	-0.9
94	CCOCCCn1c(SCC(=O)NC(C)(C)C)nc2ccccc2c1=O	i	24	-0.8
95	O=C(Nc1nnc(C2CCCCC2)s1)C1CC(=O)N(c2ccc(F)cc2)C1 (stereo not drawn)	i	6	-0.3
96	Cc1cc(C)n2nc(SCC(=O)N3CCN(c4ccccc4)CC3)nc2n1	.	7	-1.5
97	COCc1nc2ccccc2n1Cc1ccccc1C	i	16	0.7
98	Cc1ccc(C(=O)NC(=S)NNC(=O)c2ccc([N+](=O)[O-])cc2)cc1	i	9	-0.7
99	COc1ccccc1-n1c(-c2ccccc2)n[nH]c1=S	i	8	0.4
100	COc1ccc([C@@H]2[C@@H]3C(=O)N(C(C)(C)C)C(=O)[C@@H]3[C@]3(Cc4ccc(Cl)cc4)C(=O)N(c4ccc(C)cc4)C(=O)N23)cc1	i	27	1.3
101	Cc1ccc2cc(CN(CC3CCCO3)S(=O)(=O)c3ccc4c(c3)OCCO4)c(=O)[nH]c2c1C (stereo not drawn)	i	22	-3.9
102	CCOc1ccc(OCC)c(NC(=O)CN(c2ccc(OC)cc2)S(=O)(=O)c2c(C)noc2C)c1	i	12	-1.0
103	CC/C(O)=C1\C(=O)CCCC1=NCCc1c(C)[nH]c2ccc(C)cc12	i	31	0.4
104	CCc1cccc(C)c1NS(=O)(=O)Cc1ccccc1	i	10	-1.6
105	CCC1CCCCN1C(=O)CSC1=NN2CCCC(=O)N=C2S1 (stereo not drawn)	i	11	-3.2
106	CCCS(=O)(=O)c1c(S(=O)(=O)CCC)c2ccc(C(N)=O)cn2c1C(=O)OC	i	14	-0.5
107	CCOC(=O)C1=CC[C@@H](c2ccccc2Cl)N(S(=O)(=O)c2ccc(C)cc2)[C@H]1C(=O)OCC	.	27	-3.7
108	CC(=O)NC(CC(=O)NC1CCCCCC1)c1ccccc1 (stereo not drawn)	i	12	-2.6
